Source: PubChem
TDP1 cell CPT: growth inhibition of DT40 Tdp1-/-;hTDP1 cells with camptothecin (screen for TDP1 inhibitors); chicken DT40 Tdp1-/-;hTDP1 cells + 20 nM CPT, ATP luminescence, 48 h; Potency, µM (doses to about 46.2 µM), for the others: at the top dose activity change, negative = growth inhibition, most hits filed as inhibitors; 12% of 420,000 active; AID 686979; also: nearly all actives have a fitted effect of over 55% in size
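Chicken DT40 Tdp1-/- cells stably complemented with human TDP1 were seeded at 400 cells/well in medium containing 20 nM camptothecin, exposed to pin-transferred compounds, and grown at 37 °C for at least 48 hr. Viability was read as ATP luminescence.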
TDP1 cell noCPT: qHTS for Inhibitors of human tyrosyl-DNA phosphodiesterase 1 (TDP1): qHTS in cells in absence of CPT. Potency, µM (titrated, usually from 46.2 µM), without a hit: top-dose activity change, negative = growth inhibition, hits mostly inhibitors. 15% of 420,000 active. DT40 Tdp1-/- hTDP1 cells, no CPT, ATP luminescence, 48 h; also: nearly all actives have a fitted effect of over 55% in size
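Seeded 400 DT40-hTDP1 cells/well (vehicle DMSO, no 20 nM CPT); pinned compounds; ≥48 hr at 37 °C; CellTiter-Glo luminescence as viability measure.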
TDP1 inh: TDP1 (human) enzyme inhibition; recombinant TDP1, AlphaScreen DNA substrate cleavage; 0.28% of 350,000 active; Potency, µM (titrated, usually from 130 µM), inactives show at the top dose activity change, negative = inhibition, actives largely listed as inhibitors; Q9NUW8; AID 485290; also: nearly all actives have a fitted effect of over 40% in size
Target sequence (Q9NUW8 whole entry, looked up): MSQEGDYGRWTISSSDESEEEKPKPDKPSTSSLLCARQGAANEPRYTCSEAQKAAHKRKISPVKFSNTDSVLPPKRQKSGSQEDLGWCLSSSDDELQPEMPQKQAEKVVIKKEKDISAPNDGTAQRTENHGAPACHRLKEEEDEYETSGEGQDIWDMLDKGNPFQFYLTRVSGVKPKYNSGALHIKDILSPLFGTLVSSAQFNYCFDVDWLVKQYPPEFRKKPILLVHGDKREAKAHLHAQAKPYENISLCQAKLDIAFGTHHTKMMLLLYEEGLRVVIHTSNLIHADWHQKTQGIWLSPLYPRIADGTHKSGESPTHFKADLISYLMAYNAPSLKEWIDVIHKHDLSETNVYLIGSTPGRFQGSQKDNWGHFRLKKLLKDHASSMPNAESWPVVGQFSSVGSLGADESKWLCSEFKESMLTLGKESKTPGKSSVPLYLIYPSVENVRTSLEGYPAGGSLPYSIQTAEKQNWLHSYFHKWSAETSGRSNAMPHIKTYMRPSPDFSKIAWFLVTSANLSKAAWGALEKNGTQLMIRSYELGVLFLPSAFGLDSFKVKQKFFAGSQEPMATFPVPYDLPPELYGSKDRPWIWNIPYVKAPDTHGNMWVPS
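E. coli-derived human Tdp1, 1 nM final. Cpd preinc 15 min RT; substrate 15 nM final, 5 min RT; AS bead mix 10 ug/ml final, 10 min RT. Signal loss = tyrosine-FITC cleavage. No-enzyme wells = max signal.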
Starred values were filed as active, the others as inactive; ? = inconclusive; . = no result given; & = joins results of further samples; [ ] = another dose, or the depositor's remark. Calls follow the shape of the dose curve; as a rule, active = well fitted curve in the direction sought with a large enough effect; inconclusive = small, poorly fitted or top-dose-only effect, or another doubt; inactive = no such curve, though single readings can be large; an effect the other way counts as inactive or inconclusive. % is scaled to controls: 0 for no effect and ±100 for the full control effect; potency is read from the fitted curve at half-maximal effect.

nr	structure	TDP1 cell CPT	TDP1 cell noCPT	TDP1 inh
1	COc1cccc(CNC(=O)C(=O)N2CCC3(CC2)OCCN3S(=O)(=O)c2ccc(C)cc2)c1	-3%	-3%	0%[0.505 µM]
2	O=C(CS(=O)(=O)c1cn(Cc2ccc(Cl)cc2)c2ccccc12)N1CCCC1	?	?	4%
3	Cc1cc(C(C)(C)C)cc(C)c1CCNC(=O)c1ccc[n+]([O-])c1	-23%	?	-1%
4	COc1cc(OC)c(N(C)C(=O)c2cc3c(=O)oc4ccccc4c3s2)cc1Cl	4%	-1%	3%
5	COc1ccc(NC(=O)C(NC(C)=O)C(=O)NCc2ccccc2OC)cc1 (centres undefined)	-3%	3%	5%
6	COc1ccccc1CNC(=O)c1cccc2c1C(=O)N(Cc1cccnc1)C2	-24%	0%	-5%
7	CC(=O)c1cccc(-c2ccnc3c2CC(C(=O)NCc2ccco2)O3)c1 (centres undefined)	0.82µM*	0.82µM*	.
8	COc1cc(C(F)(F)F)c(C(=O)N(C)Cc2cc(Cl)cc(Cl)c2)cn1	?	15µM*	0%
9	CCc1ccc2[nH]c(=O)c(CN(Cc3ccccc3)Cc3nnnn3C(C)(C)C)cc2c1	14µM*	11µM*	1%
10	COC(=O)CNS(=O)(=O)c1ccc(Cc2ccc(S(=O)(=O)NCC(=O)OC)cc2)cc1	-25%	?	3%
11	Cc1ccc(C)c(OC(=O)CSc2nnc(CNC(=O)c3ccccc3)o2)c1	-2%	-16%	6%
12	CCCOC(=O)C1=C(C)NC2=C(C(=O)CCC2)C1c1ccc(N(C)C)cc1 (centres undefined)	-29%	?	1%

Record cards (already shown). Values in the order: TDP1 cell CPT	TDP1 cell noCPT	TDP1 inh
Listed for O=C(CS(=O)(=O)c1cn(Cc2ccc(Cl)cc2)c2ccccc12)N1CCCC1 → ?	?	4%
Listed for Cc1cc(C(C)(C)C)cc(C)c1CCNC(=O)c1ccc[n+]([O-])c1 → -23%	?	-1%
Listed for COc1cc(OC)c(N(C)C(=O)c2cc3c(=O)oc4ccccc4c3s2)cc1Cl → 4%	-1%	3%
Listed for COc1cc(C(F)(F)F)c(C(=O)N(C)Cc2cc(Cl)cc(Cl)c2)cn1 → ?	15µM*	0%
Listed for Cc1ccc(C)c(OC(=O)CSc2nnc(CNC(=O)c3ccccc3)o2)c1 → -2%	-16%	6%

Continued.
nr	structure	TDP1 cell CPT	TDP1 cell noCPT	TDP1 inh
13	O=C(CCC1CCN(Cc2ccccc2O)CC1)NC1CC1	-1%	-8%	.
14	O=C(CCN1C(=O)C2CCCCC2C1=O)Nc1nc2c(F)cc(F)cc2s1 (centres undefined)	-25%	-4%	-1%
15	COc1cc(C)nc(NS(=O)(=O)c2ccccc2Cl)n1	-14%	-16%	3%
16	N#Cc1cccc(C(c2nnnn2C2CCCC2)N2CCCCCC2)c1 (centres undefined)	?	?	-2%
17	CC(C)(C)OC(=O)NCCc1nnc(SCC(=O)c2ccc(Cl)cc2)o1	23µM*	?	1%
18	c1ccc(NC2=NCCN2CC2CCC2)cc1	4%	-12%	-4%
19	COc1cc(NC(=S)NCC2CCCO2)c(OC)cc1Cl (centres undefined)	0%	-3%	0%
20	Cc1ccc(OCC(=O)NNC(=O)c2cc(C)[nH]n2)cc1	-17%	-5%	11%
21	CCC(C(=O)Nc1cc(Cl)ccc1OC)n1nc(-c2ccccc2)ccc1=O (centres undefined)	?	?	2%
22	CCN1CCN(C(=O)c2ccc(C(F)(F)F)cc2)CC1	1%	8%	-13%
23	COC(CNS(=O)(=O)c1cc2c3c(c1)CCN3C(=O)CC2)OC	-8%	29%	-2%
24	CCc1ccc(S(=O)(=O)NCc2cccnc2)cc1	-5%	-24%	3%
25	COc1cccc2c(=O)c3cccc(N)c3[nH]c12	?	?	4%
26	CN(C(=O)CSc1nc2ccccc2n1Cc1ccccc1C#N)c1ccccc1	15µM*	18µM*	-1%
27	COc1ccc(S(=O)(=O)NCC(=O)N(CC(=O)NCC2CCCO2)c2c(C)cccc2C)cc1 (centres undefined)	-4%	-19%	3%
28	CN(C(=O)c1cccc(NC(=O)Cc2cccc(NC(=O)C3CCCN(C(=O)C4CCCC4)C3)c2)c1)C1CCC1 (centres undefined)	16µM*	?	.
29	COC(=O)c1cc(CNC(=O)c2cccc(Cl)c2)ccc1OC	-10%	?	5%
30	CC[C@]12c3[nH]c4cc(-c5ccco5)ccc4c3CCN1C(=O)[C@@H](CC(=O)NCCC1=CCCCC1)C[C@@H]2C(=O)N1CCN(C(=O)c2ccco2)CC1	21µM*	18µM*	0%[56.1 µM]
31	COc1ccccc1CNC(=O)C1CCN(S(=O)(=O)c2cccc3nonc23)CC1	15%	-8%	0%
32	O=S(=O)(NCC1(N2CCOCC2)CCCCC1)c1ccc(F)c(F)c1F	10µM*	?	.
33	CCc1ccccc1N(C)C(=O)c1cn(CC(C)C)c(=O)c2cc(OC)c(OC)cc12	10µM*	10µM*	6%
34	Cc1ccc(CCNC(=O)C2CCN(S(=O)(=O)c3cccc4cccnc34)CC2)cc1	?	?	3%
35	O=C1CC(NCc2ccc3c(c2)OCO3)C(=O)N1Cc1ccc2c(c1)OCO2 (centres undefined)	3%	-11%	4%
36	COC(=O)c1ccc(NC(=O)C2CCCCC2C(=O)O)cc1 (centres undefined)	15%	1%	3%
37	Cc1cc(OCc2cn(CC(=O)c3ccc(O)cc3)nn2)ccc1[N+](=O)[O-]	-12%	-24%	.
38	COc1ccc(OC)c(NC(=O)C(=O)c2cn(CC(=O)N3CCCC3)c3ccccc23)c1	?	?	3%
39	CCOc1ccc(N2C(=O)CC(N3CCN(c4ccc([N+](=O)[O-])cc4)CC3)C2=O)cc1 (centres undefined)	?	?	.
40	CC(CC(O)C1OC1(C)C)C1CCC2(C)C3=CCC4C(C)(C)C(=O)CCC4(C)C3CC[C@@]12C (some centres undefined)	5.2µM*	7.3µM*	10%[56.1 µM]
41	Cc1ccc(CN2CCN(c3ccccc3Cl)CC2)o1	0%	-19%	.
42	COc1ccc(-c2c(C)c3ccc(O)cc3oc2=O)cc1OC	6%	-23%	1%
43	O=C(CSc1ccc(Cl)cc1)Nc1ccc(C2SCCS2)cc1	-13%	-20%	3%
44	Cc1nc(SCC(=O)N2CCCCC2)c2c(C)c(C)sc2n1	-27%	?	4%
45	COc1cc(-c2cc(NC=O)c3ncc(-c4ccccc4)n3c2)cc(OC)c1OC	?	?	.
46	O=C(Nc1ccc(N2CCOCC2)c(S(=O)(=O)Nc2ccc(Cl)cc2)c1)c1ccc(=O)[nH]n1	-22%	-16%	-18%
47	CCOC(=O)N1CCc2c(sc(NC(=O)c3ccc(S(=O)(=O)N4CCCC4)cc3)c2C#N)C1	21µM*	15µM*	5%
48	Cc1[nH]c2ccc3c(ncn3CCC#N)c2c1C	5%	-1%	4%
49	Cc1ccc(CN2C(=O)CC(Nc3ccc(N4CCOCC4)cc3)C2=O)cc1 (centres undefined)	-16%	?	6%
50	c1ccc(OCCCn2nnc(-c3ccc(N4CCOCC4)cc3)n2)cc1	-20%	-13%	10%
51	Cc1ccc(C(=O)OCC(=O)N2C(C)CCCC2C)s1 (centres undefined)	-1%	-12%	0%
52	CC(=O)n1c(=O)oc2ccccc21	5%	2%	.
53	O=C1NCC(Nc2ccccc2Cl)C(=O)N1 (centres undefined)	-1%	-14%	.
54	O=C(CN1CCN(c2cccc(Cl)c2)CC1)c1ccc(O)cc1O	?	?	4%
55	CCCCc1nc2sc3c(=O)[nH]c(=S)[nH]c3c2c2c1CCC2	-2%	0%	.
56	Cc1ccc(NC(=S)NC2CCCC2)c(C)c1	?	?	.
57	COc1cc2nc(CN3CCN(S(=O)(=O)c4cc(C)ccc4C)CC3)[nH]c(=O)c2cc1OC	?	?	1%
58	CN(NS(=O)(=O)c1ccc(Cl)cc1)c1nc(C(F)(F)F)nc2ccccc12	-1%	13%	1%
59	CC(Sc1nc(-c2ccc(F)cc2)cs1)C(=O)N1c2ccccc2CC1C (centres undefined)	?	?	-3%
60	COc1cc(OC)c(C(=O)OCC(=O)c2ccc3c(c2)NC(=O)CO3)cc1OC	-26%	-12%	-1%

Gathered by group, the entries above with a furan ring, fused or not
nr	structure	TDP1 cell CPT	TDP1 cell noCPT	TDP1 inh
7	CC(=O)c1cccc(-c2ccnc3c2CC(C(=O)NCc2ccco2)O3)c1 (centres undefined)	0.82µM*	0.82µM*	.
30	CC[C@]12c3[nH]c4cc(-c5ccco5)ccc4c3CCN1C(=O)[C@@H](CC(=O)NCCC1=CCCCC1)C[C@@H]2C(=O)N1CCN(C(=O)c2ccco2)CC1	21µM*	18µM*	0%[56.1 µM]
41	Cc1ccc(CN2CCN(c3ccccc3Cl)CC2)o1	0%	-19%	.

Next section
nr	structure	TDP1 cell CPT	TDP1 cell noCPT	TDP1 inh
61	COc1ccccc1CNC(=O)CCc1c(C)nc2cc(-c3ccc(Cl)cc3)nn2c1C	-24%	-17%	1%
62	Cc1cccc(N(C(=O)c2nsc(Cl)c2Cl)C(C(=O)NC2CCCC2)c2ccc(O)cc2)c1 (centres undefined)	17%	-1%	7%
63	O=C(COC(=O)Cc1ccsc1)NCC1CCCCC1	3%	3%	0%
64	Cc1cc(SCC(=O)NC2CCCC2)nc2ccccc12	0%	-1%	2%
65	COc1cc(-c2ccc(Cl)cn2)cc2c1OCCN(C(=O)c1ccccc1-n1cccn1)C2	0%	?	.
66	Cc1nc2ccc(NS(=O)(=O)c3ccc4c(c3)OCCO4)cc2s1	1.8µM*	1.5µM*	3%
67	Cc1ccc(NC(=O)CSc2nnc(C)n2-c2ccccc2)cc1	-1%	-25%	8%
68	Cc1cc(C)cc(N(C(C)C(=O)N2CCCC2)S(C)(=O)=O)c1 (centres undefined)	-13%	-5%	.
69	COc1ccc(C(=S)N2CCN(S(=O)(=O)c3ccccc3)CC2)cc1	?	?	3%
70	COc1ccc(/C=C/C(=O)CC(=O)/C=C/c2cccc(O)c2OC)cc1O	6.6µM*	3µM*	19%&18%
71	CCCCOC(=O)c1ccc(NC(=O)/C(C#N)=C/c2ccc(-c3ccccc3)o2)cc1	16µM*	16µM*	-2%[12.3 µM]
72	Cc1cc(C)nc(SCC(=O)c2ccc(Cl)cc2)n1	-14%	-20%	.
73	COc1cc(/C=C2/CC/C(=C/c3ccc(O)c(OC)c3)C2=O)ccc1O	21µM*	?	.
74	Cc1ccc(CNC(=O)CCCN2C(=O)CCn3nc(-c4cccn4C)cc32)cc1	-19%	?	3%
75	COC(=O)C1C2CCC(C2)C1C(=O)OCC(=O)c1ccc(C)cc1 (centres undefined)	-19%	-13%	0%
76	Cc1ccsc1CN(Cc1ccco1)c1cnc(S(C)(=O)=O)nc1C(=O)Nc1ccc(Cl)cc1	?	?	-1%
77	O=C(NCCc1cccnc1)C1CCC(=O)N(Cc2cccc(C(F)(F)F)c2)C1 (centres undefined)	7%	-9%	5%
78	N#Cc1nc(COc2ccc(Br)cc2)oc1NCCCn1ccnc1	?	?	10%
79	COc1ccc(CN2CCN(C(=O)c3ccc(F)cc3)CC2)c(OC)c1	-15%	-1%	.
80	O=C(CCc1nnc(Cc2ccc3c(c2)OCO3)o1)NC(c1ccccn1)C(F)(F)F (centres undefined)	-1%	17%	1%
81	C=CCn1c(SCC(=O)/C(C#N)=C(\C)N)nnc1C1CCCCC1	-24%	2%	4%
82	Cc1nn(CC(=O)N2CCC(C)CC2)c(=O)c2cc3sccc3n12	-14%	-28%	3%
83	Cc1cccc(CSc2ncc(Cl)c(C(=O)Nc3sc4c(c3C#N)CCCC4)n2)c1	23µM*	5.8µM*	2%
84	CCOC(=O)c1c(-c2ccc(C)cc2)csc1NC(=O)c1cc(-c2ccc(C)c(F)c2)on1	-17%	0%	3%
85	COc1cccc(CN(C)CC(=O)NCc2ccc(C)cc2)c1	6%	?	.
86	CCc1ccc(NC(=O)CC2NCCNC2=O)cc1 (centres undefined)	-13%	-22%	-2%
87	Cc1cccc(NS(=O)(=O)c2cccc3cccnc23)n1	0%	-14%	5%
88	Cc1cccc(C)c1NC(=S)N(CCN(C)C)Cc1cccs1	1%	-21%	0%
